Screens: PubChem BioAssay, Broad Institute
RAD52 anneal inh: inhibitors of human RAD52 DNA annealing; 360,000 compounds, 0.46% hits; P43351; recombinant RAD52 DNA annealing, FRET fluorescence; inhibition, % at 18.7 µM;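 active = every replicate showing at least 50% inhibition; inconclusive = mean inhibition at least 50% but not in every replicate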
CASP6 VEID inh: inhibitors of human caspase-6. purified caspase-6, Z-VEID-R110 cleavage fluorescence. 350,000 compounds, 0.53% hits. inhibition, % at 12.5 µM;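 active = mean inhibition across replicates at least about 35%, with every replicate also reaching that limit, limit read from the data; inconclusive = only one of the two criteria met; inactive = neither criterion met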;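 note: 0% = median of neutral control wells and 100% = no fluorescence left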
RAD54 inh: blocks human RAD54 Holliday junction branch migration; 360,000 compounds, 0.14% hits; FAM/BHQ fluorescence; Q92698; inhibition, % at 10.4 µM; AID 602329;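 active = mean normalized replicate activity at least 40 and at least half of replicates scoring 40 or more; inconclusive = only one of the two criteria met; inactive = mean below 40 and under half of replicates reaching 40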;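 note: 0% = median of neutral control wells and 100% = median of positive control wells; inhibitors cause a drop in the FAM fluorescence signal; in these data hits start at about 50%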
Target sequence (Q92698 whole entry, looked up): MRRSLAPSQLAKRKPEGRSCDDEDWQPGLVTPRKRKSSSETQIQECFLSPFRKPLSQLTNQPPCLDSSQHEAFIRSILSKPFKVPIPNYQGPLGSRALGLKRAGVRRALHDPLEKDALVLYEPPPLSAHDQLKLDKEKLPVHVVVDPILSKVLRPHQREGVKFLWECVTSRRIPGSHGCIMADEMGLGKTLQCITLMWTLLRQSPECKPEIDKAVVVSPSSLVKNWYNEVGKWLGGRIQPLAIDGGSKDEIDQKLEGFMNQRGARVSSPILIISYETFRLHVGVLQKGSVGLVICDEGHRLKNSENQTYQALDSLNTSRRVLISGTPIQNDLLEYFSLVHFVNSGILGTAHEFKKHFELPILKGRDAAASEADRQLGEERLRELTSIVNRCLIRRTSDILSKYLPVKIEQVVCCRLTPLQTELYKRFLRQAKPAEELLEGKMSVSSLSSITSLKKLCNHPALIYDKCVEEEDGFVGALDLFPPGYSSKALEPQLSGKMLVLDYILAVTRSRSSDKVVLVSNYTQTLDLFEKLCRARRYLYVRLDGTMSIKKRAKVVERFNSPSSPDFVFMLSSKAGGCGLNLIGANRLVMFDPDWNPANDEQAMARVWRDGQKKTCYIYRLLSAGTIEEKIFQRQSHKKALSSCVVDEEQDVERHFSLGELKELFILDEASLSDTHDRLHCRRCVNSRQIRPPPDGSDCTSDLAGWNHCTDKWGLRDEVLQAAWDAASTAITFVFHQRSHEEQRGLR
ARNT TACC3 PPI: disrupts binding between human ARNT and TACC3; Q9Y6A5; AlphaScreen His-ARNT PAS-B/GST-TACC3 binding, luminescence; TACC3 fragment carries E629A point mutation; inhibition, % at 9.99 µM; 390,000 compounds, 0.66% hits; AID 623870;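 active = mean inhibition of replicates at least 50% and at least half of replicates each reaching 50%; inconclusive = half or more replicates reach 50% but mean below 50%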;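 note: 0% = complete ARNT plus TACC3 wells and 100% = ARNT alone without TACC3; many hits fall short of the cut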
PglD inh: PglD (C. jejuni) enzyme inhibition; 360,000 compounds, 0.098% hits; inhibition, % at 12.5 µM; purified PglD enzyme, DTNB colorimetric CoA detection; AID 602405; in the data active = inhibition above about 16%, passing the limit was not always enough; inconclusive = no clear call, values can overlap the other calls; note: strong numbers were not always called active
ERp5 block: inhibitors of human ERp5; Q15084; ERp5 insulin aggregation, absorbance 650 nm, 90 min; inhibition, % at 9.99 µM; 350,000 compounds, 0.05% hits;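 active = mean replicate inhibition above about 25%, with every replicate also reaching it, limit read from the data, passing the limit was not always enough; inconclusive = only one of those two criteria met; inactive = neither criterion met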
E-sel inducer: E-selectin induction on HUVECs; HUVEC E-selectin immunofluorescence imaging; normalized: neutral wells 0, TNF-alpha wells 100; activation, % at 7.58 µM; 260,000 compounds, 0.37% hits;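 active = mean E-selectin-positive cell signal at least 10% of the positive control, reached in at least 60% of replicates, without over 20% cell loss; inconclusive = no rule given, readout overlaps actives, possibly toxicity-flagged; inactive = the rest, including those meeting only one limit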;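 note: in these data hits start at about 27%; measured in HUVEC primary endothelial cells; signal is the percent of cells scored E-selectin positive by PE staining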
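System: HUVEC, human umbilical vein endothelial cells; quantity: 3,000 cells/well; buffer or medium: EGM-2 medium, gelatin-coated wells; dosing: single-point compound dose; detection: immunofluorescence imaging; evaluation: % PE-positive cells; benchmarks: TNF-alpha, DMSO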
esBAF inh: inhibitors of esBAF chromatin remodeling in mouse ES cells. 350,000 compounds, 2% hits. Bmi1-luciferase knock-in reporter, 24 h; 100% = twice the neutral-well signal. AID 602393. reporter increase, % at 12.5 µM; in the data active = activation above about 40%; inconclusive = no clear call, values can overlap the other calls;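 note: 0% = median of the plate's neutral control wells and 100% = double that signal; a rise in the Bmi1 reporter signal indicates esBAF inhibition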
Starred values were filed as active, the others as inactive; i = inactive; u = inconclusive; x = no result given. An unsorted share of the library; 3.2% or so of the library scored in one or more.

SMILES	RAD52 anneal inh	CASP6 VEID inh	RAD54 inh	ARNT TACC3 PPI	PglD inh	ERp5 block	E-sel inducer	esBAF inh
Cc1cccc(NC(=O)C2CCCC2)c1	x	x	-3	1	1	x	x	-3
O=C(NCC(=O)N1CCN(Cc2c(F)cccc2Cl)CC1)c1cccs1	-108	1	6	x	-2	2	-0.1	-4
CCc1nc2ccc(C(=O)N(C)Cc3ccccc3)cn2c1N(CC)CCN(C)C	-16	-3	-14	x	-4	2	0.8	-6
COc1ccc(Cn2nnnc2C(c2cc3ccc(OC)cc3[nH]c2=O)N2CCCCCC2)cc1 (stereo not given)	-39	-19	2	-4	19	3	x	-9
O=C(CCCC(=O)N(CC(=O)NC1CCCC1)Cc1ccccc1)Nc1ccccn1	x	x	2	4	-1	x	x	4
Cc1cc(C)c2c(CN3CCN(c4ccccc4F)CC3)cc(=O)oc2c1	-8	1	1	x	-1	0	0.5	-1
CN(C)/C(=N\S(=O)(=O)c1ccc(Br)cc1)c1ccccc1	3	0	1	x	2	2	0.3	-4
O=C(COC(=O)c1cccc(S(=O)(=O)N2CCCCCC2)c1)NCc1ccc(Cl)cc1	1	0	-4	-9	3	-2	x	-2
Cc1noc(C)c1NC(=O)Nc1ccc2c(c1)C(=O)N([C@@H](C)CO)C[C@H](C)[C@@H](CN(C)Cc1ccc(Cl)c(Cl)c1)OCCCC[C@H](C)O2	16	-3	-3	32	1	-5	0.1	0
CCCN1CCN(CCCNC(=O)c2cc3c(s2)-c2ccccc2OC3)CC1	22	-10	15	x	0	-3	0.5	2
COc1ccc(C(=O)N/N=c2\oc3ccccc3cc2C(N)=O)cc1	-15	4	x	0	x	-3	-0.1	x
C[C@H](CO)N1C[C@H](C)[C@H](CN(C)Cc2ccccc2)Oc2ncc(-c3ccccc3F)cc2C1=O	2	-3	4	-3	-1	8	0.0	0
Cn1cc(Cc2ccc(C(=O)N3CCCCC3)cn2)c2ccccc21	-26	0	1	x	5	-1	-1.6	8
CON(C)C(=O)C(C)(C)CC#CCN(CC#Cc1ccccc1)S(=O)(=O)c1ccc(C)cc1	-16	-7	x	x	x	-1	0.0	x
Cc1ccc(S(=O)(=O)N[C@@H]2CC[C@H](CC(=O)NCc3ccc(Cl)c(Cl)c3)O[C@H]2CO)cc1	-5	-1	5	-5	0	3	0.8	3
CO[C@H]1CN(C)C(=O)c2ccc(NC(=O)Nc3ccc(Cl)cc3)cc2OC[C@H](C)N(C)C[C@@H]1C	25	0	x	x	x	6	0.2	x
N#CCCN(C(=O)COC(=O)c1cc(S(=O)(=O)N2CCOCC2)ccc1Cl)c1ccc(F)cc1	-13	4	x	1	x	1	x	x
O=C1CNC(=O)/C1=C/c1ccc(Br)cc1	-5	2	-4	-2	-3	-5	0.2	x
NS(=O)(=O)c1ccc(CCNC(=O)c2ccc(-c3ccccc3)cc2)cc1	-11	-3	0	0	6	5	x	5
CC1CCCCC1NC(=O)c1cc2c(=O)n3ccccc3nc2n1C (stereo not given)	-9	4	-10	-24	-3	14	x	29

Some values from the results shown.
COc1ccc(C(=O)N/N=c2\oc3ccccc3cc2C(N)=O)cc1 – ARNT TACC3 PPI = 0
N#CCCN(C(=O)COC(=O)c1cc(S(=O)(=O)N2CCOCC2)ccc1Cl)c1ccc(F)cc1 – ERp5 block = 1

3 of the entries above in order of their number in PglD inh, descending.
| Molecule | PglD inh |
| --- | --- |
| NS(=O)(=O)c1ccc(CCNC(=O)c2ccc(-c3ccccc3)cc2)cc1 | 6 |
| Cc1ccc(S(=O)(=O)N[C@@H]2CC[C@H](CC(=O)NCc3ccc(Cl)c(Cl)c3)O[C@H]2CO)cc1 | 0 |
| C[C@H](CO)N1C[C@H](C)[C@H](CN(C)Cc2ccccc2)Oc2ncc(-c3ccccc3F)cc2C1=O | -1 |

A draw from above in order of formula weight, high to low:
SMILES	RAD52 anneal inh	CASP6 VEID inh	RAD54 inh	ARNT TACC3 PPI	PglD inh	ERp5 block	E-sel inducer	esBAF inh
C[C@H](CO)N1C[C@H](C)[C@H](CN(C)Cc2ccccc2)Oc2ncc(-c3ccccc3F)cc2C1=O	2	-3	4	-3	-1	8	0.0	0
O=C(NCC(=O)N1CCN(Cc2c(F)cccc2Cl)CC1)c1cccs1	-108	1	6	x	-2	2	-0.1	-4
CN(C)/C(=N\S(=O)(=O)c1ccc(Br)cc1)c1ccccc1	3	0	1	x	2	2	0.3	-4
Cc1cccc(NC(=O)C2CCCC2)c1	x	x	-3	1	1	x	x	-3

(continued)
SMILES	RAD52 anneal inh	CASP6 VEID inh	RAD54 inh	ARNT TACC3 PPI	PglD inh	ERp5 block	E-sel inducer	esBAF inh
O=C(C[C@H]1C[C@H]2c3cc(NS(=O)(=O)c4ccc(F)cc4)ccc3O[C@H]2[C@@H](CO)O1)NC1CCCCC1	6	-2	3	-3	-1	-7	-0.2	12
CSC1=N/C(=C/c2ccc(-n3cncn3)cc2)C(=O)N1	-23	-1	-9	4	-6	5	x	10
CCCC(=O)Nc1ccc2c(c1)C(=O)N(C)[C@H]1CC[C@@H](CC(=O)NCC3CCCCC3)O[C@H]1CO2	7	1	-2	-4	0	6	-0.1	7
C[C@H]1CN([C@@H](C)CO)C(=O)Cc2cc(NC(=O)Cn3cnnn3)ccc2O[C@H]1CN(C)C	0	-4	5	-4	-3	11	x	2
O=C1CC(c2ccccc2)CC2=C1C=Nc1ccccc1N2 (stereo not given)	-9	5	x	-1	x	0	0.5	x
COc1ccc(/C=C2\SC(=S)N(CC(=O)NC3CCS(=O)(=O)C3)C2=O)cc1 (stereo not given)	-11	1	-11	x	6	-5	x	18
C[C@@H]1CN([C@@H](C)CO)C(=O)Cc2cc(NC(=O)Nc3cccc4ccccc34)ccc2O[C@H]1CN(C)Cc1ccc(Oc2ccccc2)cc1	5	-3	4	72*	-2	-12	x	-1
N#C[C@@H]1[C@@H](c2ccccc2C2=CCCCC2)[C@@H](CO)N1C(=O)NC1CCCC1	-3	1	x	x	x	2	-0.1	x
Cc1csc(NC(=O)C2CC(=O)N(c3ccc4c(c3)OCCO4)C2)n1 (stereo not given)	11	0	9	x	-1	3	1.4	-2
COc1ccccc1C(=O)NC1CCN(C(=O)Nc2ccc(C)cc2)CC1	1	1	11	-1	-3	0	18	4
FC(F)(F)c1cnc(N/N=C/c2ccncc2)c(Cl)c1	-16	2	x	-5	x	4	0.8	x
CC(C)C#Cc1cnc2c(c1)C(=O)N([C@H](C)CO)C[C@@H](C)[C@H](CN(C)C(=O)Nc1cc(F)ccc1F)O2	-7	0	1	1	1	-5	0.0	5
COc1cc(C(=O)N/N=C(\c2ccccc2)c2ccccn2)cc(OC)c1OC	-4	-1	x	x	x	1	0.0	x
Cc1ccc(Nc2nc(N)nc(CSc3nnc(-c4ccncc4)o3)n2)cc1	x	x	3	23	-1	x	x	7
COc1ccccc1OCC(O)CN1C(=O)NC(C)(C)C1=O (stereo not given)	3	0	2	x	1	-3	-0.1	3
COCC(=O)N(C)C[C@@H]1Oc2cc(-c3cccc(F)c3)ccc2S(=O)(=O)N([C@@H](C)CO)C[C@H]1C	-9	1	-6	-5	-1	-7	0.8	1
CC1CN(C)C(C)c2c1oc1ccc([N+](=O)[O-])cc21 (stereo not given)	21	-5	x	3	x	-2	x	x
Cc1oc2ccc(OCc3c(F)cccc3Cl)cc2c1C(=O)O	-14	3	x	-3	x	-1	0.3	x
CC(C)S(=O)(=O)c1cnc(N2CCOCC2)nc1N	-4	-4	x	-12	x	-2	5.0	x
CCc1noc(C)c1C(=O)NNC(=O)COc1ccc(C)cc1	-2	2	x	1	x	2	0.2	-5
C[C@H](CO)N1C[C@H](C)[C@@H](CN(C)CC2CCCCC2)Oc2ccc(NS(=O)(=O)c3ccc(Cl)cc3)cc2CC1=O	35	-3	-9	7	4	-1	-11	5
COc1ccc(CNc2ccc([N+](=O)[O-])cc2C)cc1	-15	-1	x	5	x	1	x	17
CCCOC(=O)/C(=C\C=C\c1ccco1)NC(=O)c1ccccc1	-22	5	x	28	x	0	x	x
CC1(C)Cc2ccccc2-c2nc3n(c(=O)c21)CCS3	-2	x	x	2	x	0	77*	x
CCS(=O)(=O)N1CCC(C(=O)NC2CCCCCCC2)CC1	x	x	-1	-3	-5	x	x	3
C[C@@H]1CCCCO[C@H](CN(C)C(=O)Nc2ccc3c(c2)OCO3)[C@H](C)CN([C@@H](C)CO)C(=O)c2cc(NS(=O)(=O)c3ccccc3)ccc2O1	6	4	-8	13	1	2	-0.2	15
Cn1c(=O)oc2cc(S(=O)(=O)N3CCCC(C(=O)NCc4cccs4)C3)ccc21 (stereo not given)	-11	1	-7	x	8	-2	0.1	-9
Nc1c(Cl)c(Cl)nc(C(=O)N/N=C/c2cccnc2)c1Cl	-16	2	-10	x	3	2	12	x
CCCN(CC(=O)Nc1ccccc1C)C(=O)Cc1coc2cc(C)ccc12	-43	3	-1	-10	3	-2	-0.6	5
N=C1SC(CC(=O)Nc2ccccc2[N+](=O)[O-])C(=O)N1c1ccccc1 (stereo not given)	-9	-3	4	0	-10	1	-0.1	x
Oc1ccccc1-c1nc(N2CCCC2)c2ccccc2n1	x	x	5	-2	-1	x	x	1
Cc1ccc(Cl)cc1N1CCN(C(=O)C(=O)N2CCCCC2)CC1	-3	-2	5	8	-8	u	x	1
COc1ccc(CNC(=O)C(OC(=O)c2ccco2)c2ccccc2)cc1 (stereo not given)	-15	-1	-10	-6	8	-2	x	4
CCCC(=O)Nc1ccc2c(c1)C(=O)N(C)C[C@@H](OC)[C@@H](C)CN(C(=O)C1CCCC1)[C@@H](C)CO2	-22	-1	5	-3	-3	-1	0.0	1
COc1ccccc1C#Cc1cnc2c(c1)C(=O)N([C@@H](C)CO)C[C@H](C)[C@@H](CN(C)C(C)=O)O2	9	-1	-3	1	2	-1	0.0	-3
CCCCCCSc1ccc([C@@H]2[C@H]3C(=O)N(CC)C(=O)[C@H]3[C@]3(C(=O)OC)CCCN23)cc1	i	2	-18	-3	5	0	x	-1
CCC(CC)c1nnc(NC(=O)CC(C)c2ccccc2)s1 (stereo not given)	-9	-1	-9	1	0	-3	x	0
